Screens deposited in PubChem by National Center for Advancing Translational Sciences (NCATS).
Nrf2 activator: Nrf2 pathway activation; AREc32 ARE-luciferase reporter (MCF7-derived line), luminescence, 24 h; AID 624171; Potency, µM (titrated, usually from 46.1 µM), for the others: at the highest dose activation, hits mostly activators; 410,000 compounds, 0.31% hits; note: potency is the fitted concentration of half-maximal effect; % of control where 0% means no effect; nearly all actives have a fitted effect of over 65% in size
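Each well held 1000 AREc32 cells, which were incubated with compound for 24 hr at 37 deg C after overnight attachment, and ARE reporter activity was quantified by firefly luciferase luminescence.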
MmCpn inh: blocks the Methanococcus maripaludis chaperonin Mm-Cpn; Potency, µM (series often up to 76.9 µM), for the others: top-dose activity, negative = inhibition, actives largely listed as inhibitors; purified Mm-Cpn ATPase, ADP Transcreener TR-FRET; AID 504842; 330,000 compounds, 0.031% hits; note: potency is the fitted concentration of half-maximal effect; % is set by controls: 0 for no effect and ±100 for the full control effect; nearly all actives have a fitted effect of over 80% in size
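Eu-cryptate anti-ADP/ADP-d2 competition gives a ratio inversely related to ADP. Enzyme at 25 nM was pre-exposed to compound for 10 min, then given 10 uM ATP for 30 min, 37°C throughout.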
Abeta yeast res: compounds reversing amyloid beta toxicity in yeast. yeast expressing A-beta42, growth rescue, OD600, 48 h; response scale: 0% DMSO, 100% iron-clioquinol control. Potency, µM (doses to about 46.1 µM), for inactives: at the top dose growth rescue, most hits filed as activators. 410,000 compounds, 0.063% hits; note: potency is the fitted concentration of half-maximal effect; nearly all actives have a fitted effect of over 55% in size
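Yeast growth medium received pinned compounds, then yeast cells expressing toxic A-beta were added; plates incubated at 30 C for 48 hr. Growth read as absorbance at 600 nm, normalized to DMSO and equimolar FeCl3 plus clioquinol controls.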
TGFb inhibitor: inhibitors of TGF-b signaling; HepG2 CAGA-GFP TGF-b/SMAD3 reporter, GFP fluorescence, 18 h; TGF-beta stimulated, 500 pg/mL final; Potency, µM (series often up to 46.1 µM), for the others: at the highest dose activity, negative = inhibition, actives largely listed as inhibitors; 410,000 compounds, 1.2% hits; AID 588855; note: potency is the fitted concentration of half-maximal effect; % is set by controls: 0 for no effect and ±100 for the full control effect; nearly all actives have a fitted effect of over 65% in size
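Inhibition of TGF-beta-driven CAGA-GFP reporter expression in HEPG2 cells is measured by cellular GFP fluorescence after 18 h stimulation with 500 pg/mL recombinant TGF-beta in 1% FBS medium at 37 degrees C.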
CCT modulator: modulators of cytosolic chaperonin (CCT/TRiC) activity; purified chaperonin ATPase assay, HTRF ADP detection, 30 min; 360,000 compounds, 0.3% hits; activity change, % (concentration not given with the values), hits read low; in the data active = activity change below about -30%; note: % is set by controls: 0 for no effect and ±100 for the full control effect
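ATPase activity: ADP formed was measured by HTRF Transcreener (665/615 nm ratio) after 30 min at 37 deg C with 10 uM ATP. Compounds screened at one 76 uM concentration against 40 or 20 nM TRiC in Tris pH 7.4/KCl/MgCl2/DTT buffer.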
A549 viability: A549 cytotoxicity, counter-screen for Nrf2 inhibitors. 390,000 compounds, 0.16% hits. A549 ARE-Fluc cells, CellTiter-Fluor viability, 18-24 h. AID 504648. Potency, µM (doses to about 46 µM), for the others: at the highest dose activity change, negative = cytotoxicity, hits mostly inhibitors; note: potency is the fitted concentration of half-maximal effect; % is set by controls: 0 for no effect and ±100 for the full control effect
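A549 ARE-Fluc cells in 5% FBS OPTI-MEM, 5000 cells/well, rested 2 h then exposed to compounds in concentration-response for 18-24 h at 37 °C. Viability by CellTiter-Fluor fluorescence (Ex 405/Em 525) after 30 min; luciferase luminescence (BugLite, 15 min, RT) read afterwards.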
pAkt inh: Akt phosphorylation inhibition. activity change, % for hits at 50 µM. 360,000 compounds, 0.32% hits. AID 651550. Neuro2A IGF-stimulated pAkt S473 HTRF, 20 min; active compounds read low; in the data active = activity change below about -80%; inconclusive = mostly about -51% to -80%; note: % is set by controls: 0 for no effect and ±100 for the full control effect
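Single-point screen (50 µM final compound) in Neuro2A cells stimulated 20 min with 6 nM IGF at 37 deg C. After lysis, Ser473-phosphorylated Akt read by HTRF (ex 330 nm, em 615/665 nm) as the 665/615 ratio.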
HepG2 tox: HepG2 cytotoxicity, counter-screen for TGF-b inhibitors. Potency, µM (top dose mostly 46.1 µM), without a hit: top-dose activity change, negative = cytotoxicity, actives largely listed as cytotoxic. HepG2 CAGA-GFP viability, ATP luminescence, 18 h. 410,000 compounds, 0.76% hits; note: potency is the fitted concentration of half-maximal effect; some results filed as inactive show a strong effect at the top dose
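HepG2 CAGA-GFP cells (1000/well, DMEM with 1% FBS) received compound, then TGF-beta at 500 pg/mL final, and were incubated 18 hours at 37 degrees C. Viability was read by CellTiter-Glo luminescence. Media-only wells were set as complete cell-killing and DMSO as no toxicity.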
Nrf2 inh: blocks Nrf2 signaling; A549 ARE-Fluc reporter, luciferase luminescence, 18-24 h; Potency, µM (highest dose often 46 µM), inactives show at the top dose activity change, negative = inhibition, hits mostly inhibitors; 360,000 compounds, 2.1% hits; note: potency is the fitted concentration of half-maximal effect; % is set by controls: 0 for no effect and ±100 for the full control effect; nearly all actives have a fitted effect of over 60% in size
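Nrf2 function is reported as luminescence of an ARE-controlled luciferase in A549 cells. Compounds were tested at several concentrations, and a CellTiter-Fluor read on the same wells flagged cytotoxicity.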
Numbers without * were called inactive; i = inactive; ? = inconclusive; . = no result given; & = joins results of further samples; [ ] = dose if it differs, or a comment. Unless noted, calls come from the whole dose curve; as a rule, active = well fitted curve in the direction sought with a large enough effect; inconclusive = small, poorly fitted or top-dose-only effect, or another doubt; inactive = no such curve, though single readings can be large; an effect the other way counts as inactive or inconclusive.

SMILES | Nrf2 activator | MmCpn inh | Abeta yeast res | TGFb inhibitor | CCT modulator | A549 viability | pAkt inh | HepG2 tox | Nrf2 inh
O=C(CCC(=O)Nc1cccc([N+](=O)[O-])c1)NCc1ccccc1 | 19% | 1% | . | -16% | -1.2 | 1% | i | -7% | -3%
COc1cccc2cc(C(=O)Nc3ccccc3C)/c(=N/O)oc12 | ? | -1% | -49%[inhibitor] | ? | -23 | 0% | i | -38% | 6%
NCCN1CCN2C(=O)CN(C(=O)c3ccccc3)CC12 (stereo not drawn) | -0.9% | 1% | 1% | ? | 2.4 | -8% | i | 10% | 17%
CCN1C(=O)C(CC(=O)Nc2ccc(F)cc2)N(CCCN2CCN(c3ccc(F)cc3)CC2)C1=S (stereo not drawn) | 6.4% | -1% | 13% | ? | 2.1 | ? | i | -28% | -15%
Cc1ccc(C(CC(=O)O)NC(=O)CN2C(=O)c3ccccc3C2=O)cc1 (stereo not drawn) | -1.1% | 0% | -19% | 7% | -0.8 | 0% | i | 14% | 8%
Cc1cc(/C=C\c2ccc3cc(N(C)C)ccc3[n+]2C)c(C)n1-c1ccccc1 | -1.3% | -19% | -87%[inhibitor] | ? | -1.1 | 5.8µM* | i | -25% | 1.2µM*
COc1ccc(CNC(=O)c2ccccc2C(=O)O)cc1 | -0.4%[9.22 µM] | 2% | -12% | 5% | -2.1 | 9% | i | 3% | 10%
COc1ccc(C(=O)NC(C(=O)NCc2ccccn2)C(C)C)cc1 (stereo not drawn) | -0.2% | 2% | -9% | -1% | -1.0 | ? | i | -22% | 3%
O=C(OCc1ccccc1)N1CCC2CC1c1cc(N3CCN(S(=O)(=O)c4cccc5ccccc45)CC3)ccc12 (stereo not drawn) | 0.1% | . | -4% | 0% | -0.6 | . | i | 10% | .
CCCCCCSc1nc(O)c(C2OC(=O)c3c2ccc(OC)c3OC)c(=O)n1-c1ccccc1 (stereo not drawn) | 4.3% | -12% | -1% | -14% | -0.6 | -19% | i | 1% | -10%
CC1=C(c2ccc(F)cc2)S(=O)(=O)NC1=NCc1ccccc1F | 4.1% | . | -3% | -27% | . | 16% | . | -14% | .
O=C(COc1ccc(Cl)cc1)N(Cc1ccccc1)c1ccccn1 | 1.9% | 1% | -16% | 2% | -1.2 | 4% | i | -13% | -9%
O=C(COC(=O)CCS(=O)(=O)c1ccc(Cl)cc1)NCCc1ccccc1 | 0.1% | -1% | -7% | 11% | -1.6 | -7% | i | 6% | 6%
Cc1ccc(OCc2nn3c(-c4ccco4)nnc3s2)cc1 | 0.5% | 0% | -17% | 10% | -3.1 | -2% | i | -10% | -22%
CCOC(=O)Cn1nc(-c2ccccc2)c(-c2ccccc2)nc1=O | 0.0% | 1% | 9% | 1% | 0.3 | 3% | i | -5% | -7%
O=C1CCCN1CCCNCC(O)c1ccccc1 (stereo not drawn) | 2.6% | 0% | 6% | 0% | -1.2 | 0% | i | 10% | 7%
CN1CC=C2C(C#N)=C(N)C(C#N)(C#N)C(c3cccc(Cl)c3Cl)C2C1 (stereo not drawn) | 5.8% | -1% | 18% | 12% | 1.4 | -20% | i | -30% | ?
O=C(NC1CCCc2ccccc21)C1CCCO1 (stereo not drawn) | -0.4% | -2% | 7% | -7% | -2.7 | 14% | i | -2% | -24%
O=C(NCc1ccccc1)C1=C[C@H](c2ccc3c(c2)OCO3)C[C@H](OCCCCO)O1 | 0.5% | . | 3% | 0% | -1.2 | -2% | i | -8% | 5%
COc1ccc(OC)c(NC(=O)c2ccccc2OC(C)=O)c1 | 20% | . | -51%[inhibitor] | -22% | . | -3%&1% | . | -19% | 9%&-1%
O=C(NCCc1ccc(C(F)(F)F)cc1)C1CCC(=O)N(CCc2cccc(F)c2)C1 (stereo not drawn) | 0.4% | -1% | 6% | 7% | -1.7 | 2% | i | -23% | ?
CCN(CC)S(=O)(=O)c1cccc(NC(=O)COc2ncnc3sccc23)c1 | 1.9% | 1% | 14% | -19% | -0.6 | 10% | i | -6% | -12%
CC1CN(CCOc2ccc([N+](=O)[O-])cc2)CC(C)O1 (stereo not drawn) | -0.6% | 1% | 15% | -8% | -0.7 | -1% | i | -8% | 8%
C=CCN1C(=O)C(CC(=O)Nc2ccc(OC)cc2)SC1=Nc1ccc(S(N)(=O)=O)cc1 (stereo not drawn) | 0.3% | -3% | 5% | 1% | -9.3 | 2% | i | 0% | 17%
CCOC(=O)c1cnc2cc(-c3ccc(Cl)cc3)nn2c1-c1ccccc1 | 4.2% | . | -15% | -21% | . | 1% | . | -15% | 16%
COc1cc(CNC(C)(C)CO)cc(Br)c1OCc1ccc(Cl)cc1 | 5.1% | 0% | -5% | ? | -0.9 | ? | i | -108% | 2%
COc1cc(CC(=O)OCC(=O)N(C)C2CCCCC2)cc(OC)c1OC | 2.8% | 0% | 1% | -25% | -2.3 | 8% | i | -5% | -11%
COc1ccc(NC2CCCN(C(=O)c3oc(C)cc3C)C2)cc1OC (stereo not drawn) | 0.5% | -5% | -11% | -22% | -0.6 | 0% | i | -10% | -3%
COCCCN1C(=O)C(=O)/C(=C(/O)c2ccc3c(c2)OCCO3)C1c1ccc(C(=O)OC)cc1 (stereo not drawn) | -0.4% | -5% | 6% | -18% | 0.9 | -8% | i | 2% | 3%
CC1=CC(c2ccccc2)n2ncnc2N1 (stereo not drawn) | -1.0% | . | -5% | 11% | -2.1 | -1% | i | 2% | 12%
CCc1nn2c(=O)cc(COC(=O)c3cccs3)nc2s1 | 6.2% | . | -12% | 1% | . | -1% | . | -1% | ?
O=C1NC[C@H](CCCCN2CCN(CC3CCCCC3)C(=O)C2=O)N(CC2CCCCC2)C1=O | -0.8% | . | -3% | . | 1.9 | . | i | . | .
CCCNc1nc2c(c(=O)[nH]c(=O)n2C)n1CCCc1ccccc1 | 0.2% | 0% | 10% | 1% | 0.0 | 30% | . | -2% | 10%
CC(CS(=O)(=O)c1ccc2c(c1)NC(=O)CS2)C(=O)N1CCN(c2cccc(Cl)c2)CC1 (stereo not drawn) | 0.3% | -2% | 11% | -11% | -1.9 | -1% | i | -6% | ?
OCC1(CO)COC(c2ccccc2)=N1 | -0.4% | 0% | 9% | -11% | -3.8 | 3% | i | -7% | -6%
CC(C)CCC1CC(CSC(=N)N)OC1=O (stereo not drawn) | 0.3% | . | 9% | -1% | 1.0 | -10% | i | -5% | -3%
Cc1ccc(Cl)cc1NC(=O)CSCc1cnn(-c2ccccc2)c1-n1cccc1 | -0.5% | . | 11% | . | . | -18% | . | -36% | ?
CN(C)CC(C)(C)CNC(C(=O)Nc1ccc(Cl)cc1C(F)(F)F)c1ccccc1 (stereo not drawn) | 0.0% | 4% | 11% | 1% | -0.7 | -5% | i | -10% | 8%
Cc1ccc(C)c(-c2cc(C(=O)NCc3cccs3)c3ccccc3n2)c1 | 3.4% | -4% | -7% | -5% | -2.8 | -26% | i | -9% | -13%
Cc1ccc(-n2c(=O)c3cccnc3n2CC(=O)NCc2ccc(Cl)cc2)cc1 | 6.3% | . | -11% | ? | . | 5% | . | -34% | -13%

Next section; it opens with the five that closed the last part.
SMILES | Nrf2 activator | MmCpn inh | Abeta yeast res | TGFb inhibitor | CCT modulator | A549 viability | pAkt inh | HepG2 tox | Nrf2 inh
CC(C)CCC1CC(CSC(=N)N)OC1=O (stereo not drawn) | 0.3% | . | 9% | -1% | 1.0 | -10% | i | -5% | -3%
Cc1ccc(Cl)cc1NC(=O)CSCc1cnn(-c2ccccc2)c1-n1cccc1 | -0.5% | . | 11% | . | . | -18% | . | -36% | ?
CN(C)CC(C)(C)CNC(C(=O)Nc1ccc(Cl)cc1C(F)(F)F)c1ccccc1 (stereo not drawn) | 0.0% | 4% | 11% | 1% | -0.7 | -5% | i | -10% | 8%
Cc1ccc(C)c(-c2cc(C(=O)NCc3cccs3)c3ccccc3n2)c1 | 3.4% | -4% | -7% | -5% | -2.8 | -26% | i | -9% | -13%
Cc1ccc(-n2c(=O)c3cccnc3n2CC(=O)NCc2ccc(Cl)cc2)cc1 | 6.3% | . | -11% | ? | . | 5% | . | -34% | -13%
CNC(=S)N(CCc1c(C)[nH]c2ccccc12)Cc1cccnc1 | 2.4% | 0% | 7% | 0% | -0.4 | 4% | i | -16% | -7%
COc1ccc(S(=O)(=O)NC(=O)C2(C)CCN2C(=O)Cc2cc(F)ccc2F)cc1 (stereo not drawn) | 0.1% | . | -9% | -7% | -2.4 | . | i | -1% | .
CCCc1nnc(SCC(=O)N2CCCC2)n1Cc1ccco1 | -0.4% | 1% | -12% | -14% | -47* | -3% | i | 1% | 0%
COc1ccc(-c2cc(C(=O)NCc3cccc(Cl)c3)[nH]n2)c(C)c1 | 0.2% | . | 7% | -5% | -4.8 | . | i | -23% | .
Cc1ccccc1S(=O)(=O)Cc1ccc(C(=O)NC2CCCCC2C)o1 (stereo not drawn) | -0.9% | -4% | -11% | 3% | 0.0 | -7% | i | -3% | -12%
COCCNC(=S)Nc1cccc2cnccc12 | -0.3% | -3% | -6% | -10% | 0.8 | 3% | i | -1% | ?
Cc1ccccc1C(=O)NC(NC(=O)c1ccccc1C)c1cccc([N+](=O)[O-])c1 | 0.3% | 1% | -16% | -7% | -0.4 | 2% | i | -16% | ?
